CHT PAM – CHT positive allosteric modulators, primary screen, cell-based, membrane potential dye, choline EC20 | High affinity choline transporter 1 (Homo sapiens), Q9GZV3 | CHT-expressing cells; hits give high values; LV-AA mutant CHT in HEK293 cells | B-score at 10 µM | actives 0.49% (n = 310,000) | AID 488977, 2010;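 active = initial fluorescence not abnormally high and integrated response B-score, plate-corrected, over 3 SD above library mean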
Target sequence (Q9GZV3 whole entry, looked up): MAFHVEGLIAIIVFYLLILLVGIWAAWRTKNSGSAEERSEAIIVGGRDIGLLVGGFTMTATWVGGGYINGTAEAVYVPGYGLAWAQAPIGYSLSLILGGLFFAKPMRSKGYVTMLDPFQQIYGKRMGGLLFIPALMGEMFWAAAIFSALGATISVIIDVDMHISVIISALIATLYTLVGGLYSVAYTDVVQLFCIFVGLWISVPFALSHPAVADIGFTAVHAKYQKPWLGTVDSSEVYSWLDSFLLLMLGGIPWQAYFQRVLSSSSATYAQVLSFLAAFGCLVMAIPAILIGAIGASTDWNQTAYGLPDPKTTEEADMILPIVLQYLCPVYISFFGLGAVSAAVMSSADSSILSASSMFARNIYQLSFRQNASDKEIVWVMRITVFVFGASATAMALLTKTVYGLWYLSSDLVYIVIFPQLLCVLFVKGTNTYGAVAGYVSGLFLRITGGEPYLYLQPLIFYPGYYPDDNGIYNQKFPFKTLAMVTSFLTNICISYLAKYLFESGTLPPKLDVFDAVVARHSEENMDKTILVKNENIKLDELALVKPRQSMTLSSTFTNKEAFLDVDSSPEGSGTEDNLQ
CHT block – inhibitors of human choline transporter CHT. High affinity choline transporter 1 (Homo sapiens), Q9GZV3. B-score at 10 µM. AID 488975, 2010. actives 0.86% (n = 310,000). CHT-expressing cells, membrane potential dye, choline response; hits give low values;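 active = B-score over 3 SD under the library average, and starting fluorescence ratio not unusually high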;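 also: choline stimulus applied at its EC90 after an EC20 pre-addition; B-score computed on integrated fluorescence ratio after choline addition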
* marks the source's active call; other numbers are inactive results; i = inactive.

Under each structure: CHT block | CHT PAM
Cc1ccc(C2=NN(S(C)(=O)=O)C(c3ccc4c(c3)OCO4)C2)cc1 (stereo not given)
  i | i
C[C@@]12C(=O)Nc3cc(Cl)ccc3C(=O)N1[C@H]1c3cc(Br)ccc3OC[C@@H]1[C@@H]2c1ccccc1
  i | i
Cc1noc(C)c1C(=O)Nc1ccc(-n2ccc(C(F)(F)F)n2)cc1
  i | i
COc1ccc(-c2csc(NC(=O)CSCC(=O)Nc3cc(C)on3)n2)cc1OC
  i | i
CCOC(=O)c1nc(C)nc(Sc2n[nH]c(-c3ccccc3)n2)c1C
  i | i
COc1ccc(C(=O)COC(=O)c2cc(=O)[nH]c3ccccc23)c(OC)c1
  i | i
CCC(CC)N1CCN(CCc2ccccc2)C(CCO)C1 (stereo not given)
  i | i
Cc1nc2c(-c3ccc(F)cc3)c(C)nn2c(N2CCOCC2)c1C
  i | i
O=C(CSc1ccccc1)Nc1nccs1
  i | i
CCOc1ccc(NS(=O)(=O)c2ccc(C(=O)NCc3ccccn3)cc2)cc1
  i | i
Cc1cc(=O)[nH]c(N2CCN(Cc3ccccc3)CC2)n1
  i | i
CCn1c(Cc2ccccc2)nnc1SCC(=O)Nc1ccc(S(N)(=O)=O)cc1
  i | i
COC(=O)[C@@]1(Cc2ccccc2)C=C[C@@H](C)N1C(C)=O
  i | i
COc1ccc(C)c(Cn2c(-c3nonc3N)nc3ccccc32)c1
  i | i
CCOc1cc(NC(=S)NC)c(OCC)cc1NC(=O)c1ccco1
  i | i

Looked up by structure from the entries so far:
Under each structure: CHT block | CHT PAM
O=C(CSc1ccccc1)Nc1nccs1
  i | i
Cc1noc(C)c1C(=O)Nc1ccc(-n2ccc(C(F)(F)F)n2)cc1
  i | i
COc1ccc(-c2csc(NC(=O)CSCC(=O)Nc3cc(C)on3)n2)cc1OC
  i | i
CCn1c(Cc2ccccc2)nnc1SCC(=O)Nc1ccc(S(N)(=O)=O)cc1
  i | i
CCOc1ccc(NS(=O)(=O)c2ccc(C(=O)NCc3ccccn3)cc2)cc1
  i | i
C[C@@]12C(=O)Nc3cc(Cl)ccc3C(=O)N1[C@H]1c3cc(Br)ccc3OC[C@@H]1[C@@H]2c1ccccc1
  i | i
CCOC(=O)c1nc(C)nc(Sc2n[nH]c(-c3ccccc3)n2)c1C
  i | i

Additional results
Under each structure: CHT block | CHT PAM
COc1cc(/C=N/NC(=O)c2ccncc2)cc(OC)c1OC
  i | i
C=CCn1c(C)c(C(C)=O)c(SC)nc1=S
  i | i
N[C@@H](CO)c1nnc([C@H](Cc2ccc(O)cc2)NC(=O)C2CCNCC2)o1
  i | i
Cc1cc(=O)oc2c(CN3CCCC3)c(O)ccc12
  i | i
O/N=C1\CCSc2ccc(F)cc21
  i | i
Cc1ccc(C(=O)c2cc([N+](=O)[O-])ccc2N2CCN(C)CC2)cc1
  i | 12*
O=C(OCCNC(=O)c1ccc2ccccc2n1)c1ccc(F)cc1
  i | i
C=C(C)CCC1(C)NC(=O)N(c2ccccc2)N1 (stereo not given)
  i | i
CCS(=O)(=O)Nc1ccc(-c2nnc(SCC(=O)c3ccc(NC(C)=O)c(OC)c3)o2)cc1
  i | i
CN(c1ccc(C(=O)NCCC2=CCCCC2)cc1)S(C)(=O)=O
  i | i
Cc1nc2c3c(sc2c(=O)[nH]1)NC(=O)CC3c1ccccc1Cl (stereo not given)
  i | i
O=C(Nc1ccn(Cc2ccccc2)n1)c1ccc2c(c1)OCO2
  i | i
Cc1ccc(C(=O)NNC2=NCCC2)cc1
  i | i
Cc1ccc(C2C3C(=O)N(c4ccc(C)cc4)C(=O)C3N3CCCN23)cc1 (stereo not given)
  i | i
COC(=O)c1c(NC(=O)c2cccc([N+](=O)[O-])c2)sc(C(N)=O)c1C
  i | i

The listing continues:
Under each structure: CHT block | CHT PAM
CCCc1c(OCCCOc2ccc(OCC(=O)O)cc2)ccc(C(C)=O)c1O
  i | i
Cn1c(=O)c2c(nc(CN3CCN(CCO)CC3)n2Cc2ccccc2Cl)n(C)c1=O
  i | i
COc1cc(/C=N/Nc2nc3ccccc3s2)ccc1OC(=O)c1ccccc1F
  i | i
COc1cccc(C(=O)Cn2c(Br)nc3c2c(=O)n(C)c(=O)n3C)c1
  i | i
COc1c(Cl)cc(C(=O)O)cc1Cl
  i | i
Cc1ccc(S(=O)(=O)N(C)C)cc1NC(=O)COC(=O)CCC(=O)c1ccc(F)cc1
  i | i
Cc1cccc(C2Nc3cccc4cccc(c34)N2)c1
  i | i
COc1ccc(Nc2ccccc2N)cc1
  i | i
Nc1nc(C(F)(F)F)cc(=O)n1N
  i | i
CCCNC(=O)NC(=O)CSc1nc(C)cs1
  i | i
CN(Cc1ccccc1)S(=O)(=O)c1ccc(OCC(=O)NCc2ccccn2)cc1
  i | i
CN(C)S(=O)(=O)n1cc(/C=C(\NC(=O)c2ccccc2Cl)C(=O)NCCCN2CCOCC2)c2ccccc21
  i | i
COc1ccc(-n2c(C)c([N+](=O)[O-])c3ccc(O)c(CN(C)C)c32)cc1
  i | i
CCSc1cc(C)nc2ncnn12
  i | i
Cc1ccc(SCCNCc2ccco2)cc1
  i | i

Additional results.
Under each structure: CHT block | CHT PAM
CN(CCc1ccccn1)C(=O)CC1C(=O)NCCN1Cc1ccccc1C(F)(F)F (stereo not given)
  i | i
O=C(N1CCN(c2ccccc2F)CC1)C12CC3CC(CC(C3)C1)C2
  i | i
O=C(NC(=S)Nc1cccc([N+](=O)[O-])c1)c1ccccc1
  i | i
O=C(NC1CCCc2c1cnn2-c1ccc(F)cc1F)c1csnn1 (stereo not given)
  i | i
O=C(NCC(O)CO)c1csc(Nc2cccc3ccccc23)n1 (stereo not given)
  i | i
CC(C)Oc1ccc(/C(O)=C2/C(=O)C(=O)N(CCN(C)C)C2c2ccco2)cc1 (stereo not given)
  i | i
COc1cc2nc(Cl)nc(N3CCCCC3)c2cc1OC
  i | i
N#Cc1ccccc1NC(=O)COC(=O)COc1ccccc1[N+](=O)[O-]
  i | i
CS(=O)(=O)N1CCN(c2c(Cl)cccc2[N+](=O)[O-])CC1
  i | i
Cc1ccc(NC(=O)CN(C)Cc2nc3c(Br)cc(Br)cc3c(=O)[nH]2)cc1
  i | i
Cc1ccc(NC(=O)c2oc3ccccc3c2C)c([N+](=O)[O-])c1
  i | i
O=C(NCC1OCCc2ccccc21)c1ccc(NC(=O)c2cccc(Br)c2)cc1 (stereo not given)
  i | i
O=S(=O)(Nc1nc2ccccc2nc1NCc1ccco1)c1ccccc1
  i | i
CCCn1c(C(C)Nc2nc(-c3cccc(Br)c3)cs2)nc2ccccc21 (stereo not given)
  i | i
CN1CCN(CCCNC(=S)Nc2ccc(F)c(Cl)c2)CC1
  i | i

Following part.
Under each structure: CHT block | CHT PAM
COc1ccccc1-c1ccc(/C=C2/C=C(CC(C)C)OC2=O)o1
  i | i
Cc1cc(C(=O)N2CCOCC2)ccc1[N+](=O)[O-]
  i | i
COc1ccc(NC(=O)CCc2nc3ccccc3[nH]2)cc1
  i | i
Cn1nccc1NC(=O)Nc1cccc(Br)c1
  i | i
COc1cc(OC)c(C2=NOC(C(=O)O)C2)cc1Cl (stereo not given)
  i | i
CS(=O)(=O)N(Cc1ccccc1)c1ccc(C(=O)Nc2ccccc2Sc2ccccc2)cc1
  i | i
c1ccc(CSc2ccc(-c3ccc4c(c3)OCO4)nn2)cc1
  i | i
O=C1CC(=O)Nc2cc(S(=O)(=O)N3CCN(c4cccc(C(F)(F)F)c4)CC3)ccc2N1
  i | i
CC(Oc1ccccc1F)C(=O)NNC(=O)CCNC(=O)c1ccccc1Cl (stereo not given)
  i | i
CC(C)(C)N(Cc1ccccc1)C(=O)COC(=O)CNC(=O)c1ccco1
  i | i
O=C(CSc1ccccc1)Nc1cccnc1
  i | i
Cc1ccc(C(=O)NCC(=O)NC23CC4CC(CC(C4)C2)C3)cc1
  i | i
CC(C)Oc1ccc(C2CC(=O)N(c3cccc(Br)c3)C2=O)cc1 (stereo not given)
  i | i
COc1cc2[nH]c(C(=O)N3CCN(c4ccc(F)cc4)CC3)cc2c(OC)c1OC
  i | i
C=CCN1C(=O)S/C(=C\c2ccc(N3CCOCC3)cc2C)C1=O
  i | i

More compounds.
Under each structure: CHT block | CHT PAM
Cc1cc(Nc2ccc3c(c2)OCCO3)n2nc(C)nc2n1
  i | i
CCOc1ccccc1NC(=S)N1CCC(NC(=O)c2ccco2)CC1
  i | i
CN(C)S(=O)(=O)c1cc(NC(=O)CN2CCN(c3ccccc3)CC2)ccc1Cl
  i | i
Cc1cc(Nc2ccccc2)nn1C(=O)c1ccc([N+](=O)[O-])cc1
  i | i
Cc1nc(CNC(=O)CC2C(=O)NCCN2Cc2cccc(Oc3ccccc3)c2)cs1 (stereo not given)
  i | i
CCn1cc(C(=O)N[C@@H](C)C(=O)NCCCO)c(=O)c2cc3c(cc21)OCO3
  i | i
COC(=O)c1c(NC(=O)C(=O)N2CCCC2)sc2c1CC(C)(C)OC2
  i | i
Cc1cccc(N2CCN(c3nc(C)cc(C)c3C#N)CC2C)c1 (stereo not given)
  i | i
C#CCNC(=O)C1=C[C@@H](C(C)(C)C)C[C@@H](OCc2ccc(CO)cc2)O1
  i | i
O=C(Nc1cccc(-c2nnc(-c3ccccc3)o2)c1)C1CCCCC1
  i | i
O=C(NCCNCc1cccs1)c1ccccc1F
  i | i
Cc1ccc(N=C2NC(=O)CS2)cc1
  i | i
CCOC(=O)c1ccccc1NS(=O)(=O)c1ccc(S(=O)(=O)N2CCCC2)cc1
  i | i
COc1ccc(C(=O)NOCc2ccccc2)cc1
  i | i
c1ccc(CC2CCN(Cc3ccccn3)CC2)cc1
  i | i

Next section
Under each structure: CHT block | CHT PAM
CCn1c(=O)c(C(=O)NCc2ccc(OC)c(OC)c2)c(O)c2ccccc21
  i | i
N#C/C(C(=O)N1CCOCC1)=C1/SC(Cc2ccccc2)C(=O)N1c1ccccc1 (stereo not given)
  i | i
CCCc1cc(C(=O)Nc2cccc(Cl)c2)no1
  i | i
O=C1CC2(CCN(S(=O)(=O)c3ccccc3F)CC2)Oc2ccccc21
  i | i
COc1ccc(C(=O)NC2CCSc3ccccc32)cc1F (stereo not given)
  i | i
COc1cc(C(=O)OC(C)CN2CCOCC2)cc(OC)c1OC (stereo not given)
  i | i
Cc1cc(NC(=O)CCC(=O)N(Cc2ccco2)C(C(=O)NC2CCCC2)c2ccccc2)no1 (stereo not given)
  i | i
O=C(Nc1ccc(Br)cc1F)C1CCCO1 (stereo not given)
  i | i
Cc1ccc(OCCCN2CCOCC2)cc1
  i | i
O=C(O)C(=O)/C(=C\c1ccsc1)c1ccc2ccccc2n1
  i | i
CCOc1[nH]n(-c2ccc(Cl)cc2)c(=O)c1C=NCC(=O)OC
  i | i
CCOCC(=O)Nc1nc2c(s1)C(=O)CC(C)(C)C2
  i | i
Cc1cccc(NC(=O)C2CCN(S(=O)(=O)c3cccc4nsnc34)CC2)n1
  i | i
CN(C)c1nc(-c2ccccc2)c2cc(Cl)ccc2n1
  i | i
Cc1ccc(-c2nc3cccnc3s2)cc1NS(=O)(=O)c1cccs1
  i | i

New compounds follow:
Under each structure: CHT block | CHT PAM
Cc1ccnc(SCC(=O)c2cccs2)n1
  i | i
CCCN(C(=O)c1cc(CC)c(C)s1)c1c(N)n(Cc2ccccc2)c(=O)[nH]c1=O
  i | i
COCCNc1cc(-c2ccccc2)nc2cc(-c3cccc(F)c3)nn12
  i | i
O=S(=O)(Nc1ccc(Br)cn1)c1ccc(Cl)s1
  i | i
CCN1CCN(c2ncnc3sc(C(=O)Nc4ccccc4F)c(C)c23)CC1
  i | i
O=C(Nc1ccc(OCC(F)(F)C(F)F)c(C(F)(F)F)c1)c1ccccc1O
  i | i
COc1ccc(NC(=O)CCc2nnc3ccc(N4CCC(C)CC4)nn23)cc1OC
  i | i
Cc1ccc(S(=O)(=O)c2cc3c(=O)n4cccc(C)c4nc3n(CC3CCCO3)c2=N)cc1C (stereo not given)
  i | i
CNS(=O)(=O)c1cnccc1N1CCN(c2cccc(C(F)(F)F)c2)CC1
  i | i
CN(C)CCNc1nc2sc3c(c2c(=O)n1CCc1ccccc1)CCCCC3
  i | i
CCCN(CCC)CCNC(=O)CN1C(=O)COc2ccc(S(=O)(=O)N3CCOCC3)cc21
  i | i
Cc1c(C(=O)NCCN(C)C)oc2ccc(S(=O)(=O)N3CCC4(CC3)OCCO4)cc12
  i | i
Cc1cc(C2=NNC(=Nc3ccc(S(=O)(=O)N4CCOCC4)cc3)SC2)c(C)n1CC1CCCO1 (stereo not given)
  i | i
CCOc1ccccc1N(CC(=O)Nc1ccccc1C(=O)NCc1ccco1)S(C)(=O)=O
  i | i
CCOc1ccc(CCNC(=O)Nc2ccccc2C)cc1OCC
  i | i

(continued)
Under each structure: CHT block | CHT PAM
CCOc1ccc(OCCC(=O)OCC(=O)Nc2ccc3c(c2)OCCO3)cc1
  i | i
Cc1ccnc(SCCn2c(N3CC(C)OC(C)C3)nc3c2c(=O)n(C)c(=O)n3C)n1 (stereo not given)
  i | i
C=CCn1c(=O)c2c(nc(-n3nc(C)cc3C)n2C)n(C)c1=O
  i | i
Cc1cc(N2CCCCCC2)nc(-c2ccccc2O)n1
  i | i
O=C(CCC(=O)N1CCOc2ccccc21)NC1CCN(Cc2ccccc2)CC1
  i | i
Cc1ccc2oc(=O)c(/C=C(\O)CC(C)C)nc2c1
  i | i
CCOc1ccc2nc(NCCNC(=O)C(C)C)c(C)cc2c1
  i | i
CCNC(=O)c1cccc(NC(=O)CC2SC(N3CCCCC3)=NC2=O)c1 (stereo not given)
  i | i
C(=N\n1cnnc1SCc1ccccc1)/c1ccco1
  i | i
COC(=O)c1cc2occc2n1Cc1nc(-c2cccc(Cl)c2)oc1C
  i | i

High-throughput results deposited in PubChem by Johns Hopkins Ion Channel Center.

Not a hit list. Share with any hit: about 1.5%.
